GalR3 antagonist: human GalR3 antagonism; inhibition, % at 3 µM; AID 651719; HEK293 GalR3-CNG cAMP membrane potential fluorescence; galR3 body fused to GalR1 C-terminus; O60755; 360,000 compounds, 0.44% hits;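 active = inhibition above the screen-wide average plus 3 SD, cut at about 13% in these data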;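 note: forskolin and galanin both at EC90 stimulate the cells; cAMP rise reported by CNG channel membrane potential dye signal; 0% = forskolin plus galanin with DMSO and 100% = forskolin alone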
Target sequence (O60755 1-299 limits assumed): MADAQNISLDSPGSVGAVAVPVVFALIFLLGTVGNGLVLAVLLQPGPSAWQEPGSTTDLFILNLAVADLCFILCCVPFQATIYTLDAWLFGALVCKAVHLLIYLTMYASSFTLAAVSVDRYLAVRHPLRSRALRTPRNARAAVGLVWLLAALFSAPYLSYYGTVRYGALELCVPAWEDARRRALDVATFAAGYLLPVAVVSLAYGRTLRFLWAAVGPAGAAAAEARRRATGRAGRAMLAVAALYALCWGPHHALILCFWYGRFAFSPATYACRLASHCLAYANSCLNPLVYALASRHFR
OXTR ag: agonists of human oxytocin receptor; P30559; CHO-OTR cells, Fluo-8 calcium fluorescence; normalized: DMSO 0%, oxytocin 100%; activation, % at 3 µM; 320,000 compounds, 0.32% hits; AID 2435;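 active = activation above the mean of all tested compounds plus 3 SD, cutoff set per screening run, cut at about 20% in these data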;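 note: peak over basal fluorescence ratio from a 100 s FLIPR kinetic read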
Target sequence (P30559 whole entry, looked up): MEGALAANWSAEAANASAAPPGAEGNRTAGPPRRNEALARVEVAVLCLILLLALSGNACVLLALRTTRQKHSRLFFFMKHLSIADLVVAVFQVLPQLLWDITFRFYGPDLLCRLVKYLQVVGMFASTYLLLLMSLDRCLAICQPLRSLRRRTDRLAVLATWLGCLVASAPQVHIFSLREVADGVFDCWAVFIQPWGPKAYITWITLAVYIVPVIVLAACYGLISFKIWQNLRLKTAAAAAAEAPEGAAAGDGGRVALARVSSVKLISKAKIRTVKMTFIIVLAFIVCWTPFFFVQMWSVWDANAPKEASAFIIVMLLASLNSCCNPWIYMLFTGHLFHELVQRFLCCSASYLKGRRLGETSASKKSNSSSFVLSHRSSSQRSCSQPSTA
MEKK3 PB1 HTS: raises or lowers MEK5 binding to the human MEKK3 PB1 domain. Q99759. bead-based flow cytometry, Alexa488-MEK5 binding to MEKK3; actives lie on both sides; 0 = blocked by unlabeled MEK5, 100 = vehicle. binding response (% of control), % at 10 µM. 290,000 compounds, 1.4% hits;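 active = binding response more than 3 SD above or below the average of its plate-row segment, actives on both sides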;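 note: Alexa488 bead fluorescence after subtracting the streptavidin-only scavenger bead signal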
V1aR counter: V1a receptor agonism, counter-screen for OXTR agonists; P37288; activation, % at 3 µM; 320,000 compounds, 0.25% hits; CHO-V1R cells, Fluo-8 calcium fluorescence, agonist mode; 0% DMSO, 100% 3 nM vasopressin; AID 2797;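 active = activation above the mean activation of all tested compounds plus 3 SD, per screening run, cut at about 20% in these data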;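 note: signal is peak over basal fluorescence ratio across a 100 second FLIPR read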
NALP1 yeast inh: blocks the NALP1 inflammasome reconstituted in yeast | S. cerevisiae NALP1/ASC/caspase-1 growth, X-gal OD620, 72 h | inhibition, % at 10 µM | 280,000 compounds, 0.61% hits | AID 2071; in the data active = inhibition mostly above about 24%, no sharp cut-off; inactive = mostly below about 32%; note: some compounds called inactive have numbers as strong as hits
MEKK2 WT-MEK5: raises or lowers MEK5 binding to wildtype human MEKK2 PB1 domain; binding response (% of control), % at 10 µM; bead flow cytometry, Alexa488-MEK5 binding to MEKK2 WT; actives lie on both sides; 290,000 compounds, 1.1% hits; in the data active = binding response below about 67% or above about 130%
MEKK2mut PB1 HTS: signal of MEK5 binding to mutant human MEKK2 PB1 domain; bead flow cytometry, Alexa488-MEK5 binding to MEKK2 mutant; percent response, % at 10 µM; 290,000 compounds, 0.35% hits; AID 1530; in the data active = percent response above about 24%, passing the limit was not always enough; note: inactives centre near 1; some results filed as inactive read as strong as hits; reference of the scale not given here
PHOSPHO1 block: PHOSPHO1 (human) inhibition; Q8TCT1; recombinant PHOSPHO1, absorbance phosphatase assay; 290,000 compounds, 1.1% hits; inhibition, % at 13.3 µM; AID 1565; in the data active = inhibition above about 60%
GPR7 antagonist: blocks human GPR7 receptor signaling; P48145; GPR7-expressing cells, fluorescence antagonist assay; inhibition, % at 4.4 µM; 290,000 compounds, 1.1% hits; in the data active = inhibition above about 16%, passing the limit was not always enough;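 note: cells stimulated with the agonist NPW; 0% = agonist with vehicle and 100% = vehicle without agonist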
Target sequence (P48145 whole entry, looked up): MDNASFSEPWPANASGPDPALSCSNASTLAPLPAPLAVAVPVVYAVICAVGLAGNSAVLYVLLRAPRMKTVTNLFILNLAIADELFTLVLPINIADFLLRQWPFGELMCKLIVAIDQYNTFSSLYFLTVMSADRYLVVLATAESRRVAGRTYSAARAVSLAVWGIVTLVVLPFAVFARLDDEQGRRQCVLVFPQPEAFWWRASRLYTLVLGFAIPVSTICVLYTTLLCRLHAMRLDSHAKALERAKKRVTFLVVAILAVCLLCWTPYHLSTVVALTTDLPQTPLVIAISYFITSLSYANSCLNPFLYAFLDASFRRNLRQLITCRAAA
* hit, by the source's call; x = no result given; & = joins results of further samples; [ ] = another dose, or the depositor's remark. This is a random part of the collection; overall some 5.4% were active at least once.

SMILES	GalR3 antagonist	OXTR ag	MEKK3 PB1 HTS	V1aR counter	NALP1 yeast inh	MEKK2 WT-MEK5	MEKK2mut PB1 HTS	PHOSPHO1 block	GPR7 antagonist
C#CCSc1nsc(SCC#C)c1C#N	-4	-2.7	105	-1.3	17	103	4	-22	-13
CCS(=O)(=O)C1=NN2C(=N)/C(=C\c3ccc(OCCOc4cccc(OC)c4)c(OC)c3)C(=O)N=C2S1	-16	0.0	102	0.8	10	93	-1	1	20
CC(=O)Nc1ccc(S(=O)(=O)N2CCC(C(=O)NCc3ccncc3)CC2)cc1	0	-0.4	103	-0.1	12	103	0	36	-9
O=C(CCNc1ccc(Cl)c(C(F)(F)F)c1)c1ccco1	-2	-0.2	103	1.2	-2	104	5	-25	-7
Cc1cccc(OCC(=O)N/N=C\c2cc3c(cc2[N+](=O)[O-])OCO3)c1C	-1	0.4	99	2.4	10	98	-5	34	-9
Cc1onc(-c2ccccc2Cl)c1C(=O)Nc1nnc(-c2ccc(F)cc2)s1	x	2.5	112	4.8	22	107	3	2	-7
CCc1cccc(NC(=O)CCNS(=O)(=O)c2cc(Br)cnc2N)c1	0	3.7	100	1.1	11	99	1	41	-6
CC[C@H]1OC(=O)[C@H](C)[C@@H](O[C@H]2C[C@@](C)(OC)[C@@H](O)[C@H](C)O2)[C@H](C)[C@@H](O[C@@H]2O[C@H](C)C[C@H](N(C)C)[C@H]2O)[C@](C)(OC)C[C@@H](C)C(=O)[C@H](C)[C@@H](O)[C@]1(C)O	1	0.4	105&104	-0.2	18	110&104	4&3	-4	-19
CS(=O)(=O)N1CCC(C(=O)Nc2ccc(OCc3ccccc3)cc2)CC1	-1	5.7	73	3.8	x	76	-7	13	-7
CCC(=O)Nc1ccc(S(=O)(=O)N2CCCCC2)cc1OC	-3	1.3	82	1.5	5	94	-5	2	-8
O=C(N/N=C/c1ccncc1)C1CC1C(=O)N/N=C/c1ccncc1 (configuration not stated)	7	-0.2	100	0.4	16	100	0	19	-4
Clc1ccc(SCc2cc(-c3ccccc3)on2)cc1	-3	-1.8	112	1.4	20	114	13	14	-5
CCC(C)C(NC(=O)OCc1ccccc1)C(=O)NC(Cc1ccc(O)cc1)C(=O)OC (configuration not stated)	0	17	98	27*	-12	98	-5	16	14
CCn1ncc(CNC(=O)C2(C)CC2(Cl)Cl)c1C (configuration not stated)	-1	-0.7	94	1.4	19	92	-4	-9	-1
Cc1occc1-c1nnc(SCC(=O)NC2CCCC2)n1-c1ccccc1	-1	-2.0	96	-0.4	5	96	3	10	8
COc1ccc2nc(SCCN(C)C)[nH]c2c1	-7	1.0	106	-0.8	-9	101	4	1	-7
CCN1CCN(c2ccc([N+](=O)[O-])cc2C(=O)c2ccc(Cl)cc2)CC1	-9	5.0	87	2.7	-18	90	-7	4	32*
O=C(CCn1c(=O)oc2ccccc21)N1CCN(c2ccccc2Cl)CC1	-6	-1.5	97	-0.5	6	96	-2	11	4
CCc1[nH]nc2c1C(C(C)C)C(C#N)=C(N)O2 (configuration not stated)	-8	3.5	100	0.8	18	101	-2	33	x
CCOC(=O)C1CCCN(C(=S)NC(=O)/C=C/c2ccc(F)cc2)C1 (configuration not stated)	-8	-1.5	100	1.4	26	103	-1	-34	-4
N#Cc1cc2c(nc1Cl)CCC2	-5	0.8	99	-0.6	-7	97	-2	16	-12
NC(=S)Nc1cc(Cl)cc(Cl)c1	-4	4.1	92	3.5	-5	95	-15	2	-14
CCOC(=O)c1sc(-c2ccc(OC)cc2)cc1NC(C)=O	-5	x	102	x	38	103	-2	-2	-8
COc1ccc(C)cc1S(=O)(=O)N(CC(=O)Nc1cccc([N+](=O)[O-])c1)c1ccccc1	-5	-0.9	101	-0.4	8	99	9	-4	3
Nn1c(SCc2ccc(C(=O)O)cc2)nnc1-c1ccc(Cl)cc1Cl	-7	x	101	x	6	100	2	-12	-4
CCCN1C(=O)c2cc(C(=O)Nc3ccc(OC)c(OC)c3)ccc2C1Nc1ccc(OC)c(OC)c1 (configuration not stated)	-6	-1.8	97	-1.6	9	96	-6	-13	-8
O=C(Nc1nccs1)c1cn(-c2ccccc2)nc1-c1ccccc1	-4	-0.8	97	0.0	1	106	0	7	19*
CC(=O)N1CCN(c2ccnc3cc(Cl)ccc23)CC1	-3	0.8	97	-0.8	x	89	-6	38	-8
N#C/C(=C\c1ccc(OC(F)F)cc1)C(=O)N1CCCCC1	5	-1.0	100	-0.2	x	102	1	44	-4
CC(C)CCNC(=O)CN1N=C(c2ccc(Cl)cc2)CCC1=O	-8	-1.2	102	-1.1	18	104	3	34	-2
CCCc1cc(=O)oc2cc(OC(C)C(=O)NCC3CCC(C(=O)O)CC3)c(Cl)cc12 (configuration not stated)	-2	-0.1	101	0.2	-12	104	4	23	-6
COc1ccccc1NC(=O)c1ccc(COc2ccc3c(c2)CCC3)cc1	-6	0.1	105	1.8	36	106	13	-2	-4
CCOC(=O)/C=C/C(=O)N1CCN(C(=O)/C=C/C(=O)OCC)CC1	-3	1.1	105	1.3	x	103	9	27	-13
COc1cc(NS(=O)(=O)c2ccc(NC(=S)NC(=O)C(C)(C)C)cc2)nc(OC)n1	-4	-0.1	38*[inhibitor]	-0.3	-8	51	-23	20	-3
CCOC(=O)c1c(C)n(C)c2ccc(OC)c(NC(=O)CN3CCSCC3)c12	-5	-0.8	100	0.2	5	98	-4	2	-3
O=C(Nc1cccc(F)c1)OC(CN1CCCCC1)C(F)(F)F (configuration not stated)	-1	-0.8	108	0.5	-2	108	13	29	-6
Cc1cccc(NC(=O)[C@@H]2CCCN2C(=O)OC(C)(C)C)c1C	-13	-1.4	103	-1.2	10	103	3	42	-13
Cc1ccc2oc(=O)cc(CN3CCN(Cc4ccccc4)CC3)c2c1	0	-1.5	96	-0.1	11	98	1	28	-4
C/C(=N\NC(=O)C1COc2ccccc2O1)c1ccccn1 (configuration not stated)	-2	-0.2	112	1.1	30	120	14	-22	-3
COc1ccc(-n2c(CCc3ccccc3)n[nH]c2=S)cc1	-3	1.0	101	0.3	-31	103	0	-11	-1
CCc1ccc(C2NC(=S)NC3=C2C(=O)N(c2ccccc2OC)C(c2ccc(CC)cc2)N3)cc1 (configuration not stated)	-4	4.6	121	2.1	15	123	11	2	6
Cc1cc(OCC(=O)N2CCC(C(=O)O)CC2)c2c(C)c(C)c(=O)oc2c1	-5	-0.1	96	0.4	4	96	0	29	-5
Cc1noc(C)c1CSCC(=O)N(C)CC(=O)Nc1ccccc1Cl	1	-0.4	103	0.3	4	104	8	31	-9
COc1cccc(-c2nn(-c3ccccc3)cc2CNC(C)Cn2cncn2)c1 (configuration not stated)	0	-0.1	103	1.1	12	102	0	49	1
CC(Oc1ccc2ccc(=O)oc2c1)C(=O)c1ccccc1 (configuration not stated)	-4	0.2	92	-0.2	34	95	-2	-6	8
CCOC(=O)/C=C/C(=O)Nc1ccc(-c2nnc3n2CCCCC3)cc1	-9	-0.3	98	1.4	16	101	-1	37	11
CCOc1ccc(S(=O)(=O)N2CCN(Cc3ccccc3)CC2)cc1	-9	-2.4	94	-1.6	5	98	-1	8	28*
CC(=O)Nc1ccc(NC(=O)CSc2ccc(-c3cccnc3)nn2)cc1	0	0.4	104	-0.3	3	107	5	29	-11
COc1ccc(Cn2nnnc2C(c2cccs2)N2CCN(c3ccccc3)CC2)cc1 (configuration not stated)	-8	-0.7	105	-0.5	20	100	3	9	-9
CS(=O)(=O)N1CCc2cc(C(=O)NC3CC3)ccc21	-6	1.2	94	1.4	-8	95	-7	20	-16
CC(C)=NNc1nc2c(c(=O)n(C)c(=O)n2C)n1C	3	-0.5	94	-1.1	28	95	-5	20	0
O=C1CN(C(=O)COC(=O)Cc2ccsc2)c2ccccc2N1	-5	0.5	93	-1.2	-4	93	-1	2	4
CCC(C)NC(=O)c1cc(-c2ccc3c(c2)OCO3)on1 (configuration not stated)	-9	0.0	106	1.3	17	103	10	18	3
CC(c1ccccc1)n1c(Cn2ncc3ccccc3c2=O)n[nH]c1=S (configuration not stated)	-2	0.4	100	0.7	-1	103	-1	-54	-13
Cc1c(Cl)ccc2c1NC(=O)[C@]21[C@@H]2C(=O)N(Cc3ccccc3)C(=O)[C@@H]2[C@@H]2CCCN21	0	-0.4	102	0.0	2	97	-1	3	16
NS(=O)(=O)c1cccc(NC(=O)COc2ncnc3c2cnn3-c2ccccc2)c1	-2	0.3	104	1.4	-21	99	5	18	-8
CN1CCc2nc(NC(=O)COc3ccc4ccccc4c3)sc2C1	-4	3.0	105	5.3	-12	125	19	-8	7
CCCCCCN=C1CC(C)(C)CC(=O)/C1=C(/O)CCC	3	-3.1	99	-1.7	-10	99	-10	24	-14
CC1=C(C(=O)Nc2ccccc2C(F)(F)F)C(c2sccc2C)NC(=S)N1 (configuration not stated)	0	0.0	102	0.3	-7	96	-1	19	-12
Cc1cccc(NC(=O)CN2C(=S)NC(C)(C)CC2C)c1C (configuration not stated)	-11	0.1	106	-0.2	5	100	-1	-10	0

4 structures already listed, arranged by length of the SMILES, smallest number first.
SMILES	GalR3 antagonist	OXTR ag	MEKK3 PB1 HTS	V1aR counter	NALP1 yeast inh	MEKK2 WT-MEK5	MEKK2mut PB1 HTS	PHOSPHO1 block	GPR7 antagonist
CCOc1ccc(S(=O)(=O)N2CCN(Cc3ccccc3)CC2)cc1	-9	-2.4	94	-1.6	5	98	-1	8	28*
CC(c1ccccc1)n1c(Cn2ncc3ccccc3c2=O)n[nH]c1=S (configuration not stated)	-2	0.4	100	0.7	-1	103	-1	-54	-13
COc1ccc(Cn2nnnc2C(c2cccs2)N2CCN(c3ccccc3)CC2)cc1 (configuration not stated)	-8	-0.7	105	-0.5	20	100	3	9	-9
Cc1c(Cl)ccc2c1NC(=O)[C@]21[C@@H]2C(=O)N(Cc3ccccc3)C(=O)[C@@H]2[C@@H]2CCCN21	0	-0.4	102	0.0	2	97	-1	3	16

Additional compounds.
SMILES	GalR3 antagonist	OXTR ag	MEKK3 PB1 HTS	V1aR counter	NALP1 yeast inh	MEKK2 WT-MEK5	MEKK2mut PB1 HTS	PHOSPHO1 block	GPR7 antagonist
CCOC(=O)C1=C(C)N(CCCC(=O)O)C(=O)NC1c1ccc(Br)cc1 (configuration not stated)	0	0.8	102	1.3	x	101	-2	x	x
COc1ccccc1N1CCN(C(=O)CCCn2nc(C)c([N+](=O)[O-])c2C)CC1	-7	-0.8	102	0.1	15	98	0	32	8
CCN(C(=O)CCNC(=O)Cn1cnc2ccccc2c1=O)c1ccccc1F	-5	0.1	104	1.4	26	102	-4	20	-8
CN(C)c1ccc(/C=N/NC(=O)c2ccc3c(c2)OCO3)cc1	-8	x	96	x	-6	100	2	26	-5
COc1ccc(CCNC(=O)CCC(=O)NC2CCCCC2)cc1OC	-7	0.1	97	-1.0	-4	98	2	4	2
O=C(CN1C(=O)S/C(=C\c2ccc(Cl)cc2)C1=O)NCCCn1ccnc1	2	0.4	98	5.0	18	95	-1	33	3
COC(=O)C1CN(C(=O)C(C)Oc2cc(C)ccc2C(C)C)c2ccccc2O1 (configuration not stated)	-9	-2.4	101	-0.7	10	98	-1	x	-20
S=C(Nc1ccccn1)Nc1ccccc1Cl	-5	-1.1	102	-0.7	18	98	-3	7	-7
CC1CCN(CCc2nc3cc(NC(=O)COc4ccc([N+](=O)[O-])cc4)ccc3n2C)CC1	-9	-0.4	97	-0.1	28	105	-2	12	0
O=C(N/N=C/c1ccccn1)c1cc(Br)ccc1O	-9	x	105	x	-2	111	-9	20	-2
O=C(c1ccc(Cn2c(=S)[nH]c3ccccc3c2=O)cc1)N1CCN(c2ccccn2)CC1	-10	6.7	105	8.2	0	102	-3	11	-5
